Assay outcomes (PubChem)
EBNA-1 inh: blocks EBNA-1 binding to DNA. EBNA-1 DNA binding, fluorescence polarization. inhibition, % at 14.8 µM. 300,000 tested, 0.34% active. AID 1950; in the data active = inhibition above about 28%
pPAFAH inh: inhibitors of human plasma PAF acetylhydrolase (pPAFAH); 330,000 tested, 1.5% active; Q13093; inhibition, % at 3.39 µM; recombinant pPAFAH, FP-rhodamine probe fluorescence polarization;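 active = inhibition above the mean inhibition across the screen plus 3 SD, cut at about 25% in these data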;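 note: inhibitors block binding of the rhodamine activity-based probe so polarization drops; 0% = enzyme with DMSO and 100% = wells lacking pPAFAH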
PAFAH1B2 inh: blocks human PAF acetylhydrolase 1b catalytic subunit 2; P68402; recombinant PAFAH1B2, FP-rhodamine activity probe, fluorescence polarization; inhibition, % at 3.39 µM; 340,000 tested, 1.2% active;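 active = inhibition above the mean of all tested compounds plus 3 SD, cut at about 24% in these data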;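 note: 0% = enzyme with DMSO and 100% = wells lacking PAFAH1B2; many of its hits are not listed in these tables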
Target sequence (P68402 whole entry, looked up): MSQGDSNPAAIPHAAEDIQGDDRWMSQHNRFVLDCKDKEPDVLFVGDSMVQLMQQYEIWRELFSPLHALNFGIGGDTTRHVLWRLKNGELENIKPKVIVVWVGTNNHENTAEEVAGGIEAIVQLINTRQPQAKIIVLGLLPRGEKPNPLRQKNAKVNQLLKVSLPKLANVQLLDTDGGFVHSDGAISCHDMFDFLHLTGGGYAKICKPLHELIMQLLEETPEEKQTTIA
ZTA DNA inh: counter-screen for EBNA-1 inhibitors: inhibitors of Epstein-Barr virus ZTA; P03206; ZTA-DNA binding, fluorescence polarization; inhibition, % at 11 µM; 320,000 tested, 0.15% active; AID 2234; in the data active = inhibition above about 33%
Target sequence (P03206 whole entry, looked up): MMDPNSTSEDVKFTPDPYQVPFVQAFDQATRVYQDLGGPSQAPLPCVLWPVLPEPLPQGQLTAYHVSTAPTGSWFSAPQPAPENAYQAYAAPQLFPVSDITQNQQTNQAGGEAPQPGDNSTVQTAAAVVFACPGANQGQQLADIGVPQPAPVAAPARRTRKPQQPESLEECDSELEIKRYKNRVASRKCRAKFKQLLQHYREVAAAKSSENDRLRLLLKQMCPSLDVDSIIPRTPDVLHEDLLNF
LYPLA2 counter: LYPLA2 (human) inhibition in PME1 counter-screen; O95372; recombinant LYPLA2, FP-Rh probe fluorescence polarization; inhibition, % at 5.9 µM; 320,000 tested, 0.38% active;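 active = inhibition above the screen-wide mean plus 3 SD, limit set per campaign, cut at about 26% in these data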;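 note: 0% = LYPLA2 with DMSO and 100% = wells lacking LYPLA2 enzyme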
Target sequence (O95372 whole entry, looked up): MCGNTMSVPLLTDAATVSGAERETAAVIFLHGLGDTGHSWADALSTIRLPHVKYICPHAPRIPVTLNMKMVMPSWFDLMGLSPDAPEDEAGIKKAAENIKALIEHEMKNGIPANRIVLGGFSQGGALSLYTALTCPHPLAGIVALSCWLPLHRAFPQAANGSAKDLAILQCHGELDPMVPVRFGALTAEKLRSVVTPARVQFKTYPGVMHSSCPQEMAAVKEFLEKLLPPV
LYPLA1 counter: counter-screen for PME1 inhibitors: inhibitors of human LYPLA1 | recombinant LYPLA1, FP-Rh probe fluorescence polarization | inhibition, % at 5.9 µM | 320,000 tested, 0.16% active | AID 2174;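 active = inhibition above the mean of all tested compounds plus 3 SD, set per campaign, cut at about 14% in these data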;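 note: inhibitors block serine hydrolase probe labeling of LYPLA1 so polarization falls; 0% = enzyme with DMSO and 100% = wells lacking LYPLA1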
Target sequence (O75608 whole entry, looked up): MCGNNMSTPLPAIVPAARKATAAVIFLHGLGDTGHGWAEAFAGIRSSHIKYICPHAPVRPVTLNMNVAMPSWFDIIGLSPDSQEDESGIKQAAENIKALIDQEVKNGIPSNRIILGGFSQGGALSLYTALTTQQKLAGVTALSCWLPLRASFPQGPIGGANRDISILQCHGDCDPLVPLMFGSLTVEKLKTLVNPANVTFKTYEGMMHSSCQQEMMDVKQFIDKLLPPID
PREPL inh: inhibits the human prolyl oligopeptidase-like enzyme. recombinant PREPL, fluorescence polarization activity-based probe. Q4J6C6. AID 2751. inhibition, % at 5.96 µM. 320,000 tested, 0.68% active; in the data active = inhibition above about 43%;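 note: 0% = enzyme with DMSO and 100% = wells lacking enzyme; many of its hits are not listed in these tables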
PAFAH1B3 inh: PAFAH1B3 (human) inhibition | Q15102 | recombinant PAFAH1B3, FP-rhodamine probe, fluorescence polarization | inhibition, % at 3.39 µM | 340,000 tested, 0.28% active;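 active = inhibition above the screen-wide average of all tested compounds plus 3 SD, cut at about 25% in these data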;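 note: 0% = enzyme with DMSO only and 100% = wells lacking PAFAH1B3 protein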
PAFAH2 inh: PAFAH2 (human) inhibition; Q99487; recombinant PAFAH2, FP-rhodamine activity probe, fluorescence polarization; inhibition, % at 3.39 µM; 340,000 tested, 0.99% active; AID 492956;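 active = inhibition above the mean over all tested compounds plus 3 SD, cut at about 30% in these data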;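 note: inhibitors block probe labeling of enzyme so polarization drops; 0% = enzyme with DMSO and 100% = wells lacking PAFAH2 protein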
Starred values were filed as active, the others as inactive; . = not tested or not shown.

Every second line gives: PAFAH1B3 inh, LYPLA2 counter, ZTA DNA inh, PAFAH2 inh, LYPLA1 counter, EBNA-1 inh, PREPL inh, pPAFAH inh, PAFAH1B2 inh
O=C1c2ccncc2C(=O)N1CNc1ccc(Cl)cc1
  -2, -6, 5, 5, -1, -1, 3, 1, 2
CN1CCN(c2ccc(NC(=O)c3ccc(-c4ccc(Cl)cc4)o3)cc2)CC1
  8, 6, -3, 0, 10, -5, 29, 14, 3
CC(C)N(Cc1nc(-c2ccc3c(c2)OCO3)no1)CC1CCC(=O)N1 (stereo unspecified)
  5, -2, 2, 8, 3, -8, 14, -8, 5
CCOc1c(O)ccc(C2NC(=O)N(C)C(C)=C2C(=O)OC)c1[N+](=O)[O-] (stereo unspecified)
  0, 4, -9, 5, 2, -13, 7, 3, 7
CC1c2ccsc2CCN1S(=O)(=O)c1ccccc1 (stereo unspecified)
  4, -2, -2, 8, -2, 7, -11, 0, 15
COc1ccc(NC(=O)CC2SC(N3CCOCC3)=NC2=O)cc1OC (stereo unspecified)
  2, -5, -3, -1, -3, ., 7, 0, 4
Cc1ccc(-c2nnn(C(C)C(=O)N3c4ccccc4CCc4ccccc43)n2)cc1 (stereo unspecified)
  12, -6, 14, -10, -2, -7, 3, -3, 4
Cc1c(NC(=O)c2cc3c(s2)CCCC3)c(=O)n(-c2ccccc2)n1C
  -6, 0, -26, 6, 0, 2, 16, 10, -1
CCc1ccccc1NC(=O)COc1ccc2c(=O)c(Oc3cc(C)ccc3C)coc2c1
  4, -3, 1, 1, -2, 1, -1, 2, -1
Cc1ccccc1-c1nc(CS(=O)(=O)CC(=O)N2CCN(C)CC2)c(C)o1
  12, 2, -2, -1, 1, 5, 7, 5, 0
COC(=O)c1ccc(S(=O)(=O)N2CCCN(Cc3ccc(F)cc3)CC2)n1C
  2, 5, 6, 2, 0, -4, 10, 9, -1
CC(C)C(=O)Nc1cc(C(F)(F)F)ccc1N1CCOCC1
  -2, -6, 2, 0, 3, 9, -13, 5, 5
CN(C)CCCN1C(=O)C2CCc3[nH]c4ccccc4c3C2C1=O (stereo unspecified)
  -1, -6, 8, 3, 1, -1, -1, 4, 6
CCOC(=O)c1cnc(-c2cccc(OC)c2)[nH]c1=O
  1, 5, 6, -4, 1, 9, -5, 2, 4
NS(=O)(=O)c1ccc(CCNC(=O)[C@@H]2CCCN2S(=O)(=O)c2ccccc2F)cc1
  5, 8, 5, 5, 0, 11, 7, 0, -6
O=C(COc1coc(CN2CCN(c3ccc(F)cc3)CC2)cc1=O)Nc1ccccc1
  5, 1, -13, 8, -2, -9, 11, 3, 7
Cc1c(C(=O)O)cccc1-c1ccc(/C=C2/NC(=O)N(c3ccccc3)C2=O)o1
  -7, 4, -15, 3, 3, 5, 4, 4, -6
C[C@H](CO)N1C[C@H](C)[C@@H](CN(C)S(C)(=O)=O)Oc2c(NC(=O)Nc3ccc(C(F)(F)F)cc3)cccc2C1=O
  3, ., ., 6, ., ., 10, 9, 3
O=C1N/C(=C\c2ccccc2)C(O)=C1C=NCc1ccccc1
  10, 0, -6, 4, -4, 33*, -23, 3, -3
O=C(CN(Cc1ccccc1Cl)C(=O)Cn1nnc(-c2cccs2)n1)NCC1CCCO1 (stereo unspecified)
  0, 10, 0, 0, -2, 7, 9, 6, 6

A draw from above in order of formula weight, high to low.
Every second line gives: PAFAH1B3 inh, LYPLA2 counter, ZTA DNA inh, PAFAH2 inh, LYPLA1 counter, EBNA-1 inh, PREPL inh, pPAFAH inh, PAFAH1B2 inh
C[C@H](CO)N1C[C@H](C)[C@@H](CN(C)S(C)(=O)=O)Oc2c(NC(=O)Nc3ccc(C(F)(F)F)cc3)cccc2C1=O
  3, ., ., 6, ., ., 10, 9, 3
O=C(CN(Cc1ccccc1Cl)C(=O)Cn1nnc(-c2cccs2)n1)NCC1CCCO1 (stereo unspecified)
  0, 10, 0, 0, -2, 7, 9, 6, 6
NS(=O)(=O)c1ccc(CCNC(=O)[C@@H]2CCCN2S(=O)(=O)c2ccccc2F)cc1
  5, 8, 5, 5, 0, 11, 7, 0, -6
CCc1ccccc1NC(=O)COc1ccc2c(=O)c(Oc3cc(C)ccc3C)coc2c1
  4, -3, 1, 1, -2, 1, -1, 2, -1
Cc1ccc(-c2nnn(C(C)C(=O)N3c4ccccc4CCc4ccccc43)n2)cc1 (stereo unspecified)
  12, -6, 14, -10, -2, -7, 3, -3, 4
CN1CCN(c2ccc(NC(=O)c3ccc(-c4ccc(Cl)cc4)o3)cc2)CC1
  8, 6, -3, 0, 10, -5, 29, 14, 3
Cc1ccccc1-c1nc(CS(=O)(=O)CC(=O)N2CCN(C)CC2)c(C)o1
  12, 2, -2, -1, 1, 5, 7, 5, 0
COc1ccc(NC(=O)CC2SC(N3CCOCC3)=NC2=O)cc1OC (stereo unspecified)
  2, -5, -3, -1, -3, ., 7, 0, 4
CC(C)N(Cc1nc(-c2ccc3c(c2)OCO3)no1)CC1CCC(=O)N1 (stereo unspecified)
  5, -2, 2, 8, 3, -8, 14, -8, 5
CN(C)CCCN1C(=O)C2CCc3[nH]c4ccccc4c3C2C1=O (stereo unspecified)
  -1, -6, 8, 3, 1, -1, -1, 4, 6
CC(C)C(=O)Nc1cc(C(F)(F)F)ccc1N1CCOCC1
  -2, -6, 2, 0, 3, 9, -13, 5, 5
O=C1N/C(=C\c2ccccc2)C(O)=C1C=NCc1ccccc1
  10, 0, -6, 4, -4, 33*, -23, 3, -3
O=C1c2ccncc2C(=O)N1CNc1ccc(Cl)cc1
  -2, -6, 5, 5, -1, -1, 3, 1, 2
CCOC(=O)c1cnc(-c2cccc(OC)c2)[nH]c1=O
  1, 5, 6, -4, 1, 9, -5, 2, 4

(continued)
Every second line gives: PAFAH1B3 inh, LYPLA2 counter, ZTA DNA inh, PAFAH2 inh, LYPLA1 counter, EBNA-1 inh, PREPL inh, pPAFAH inh, PAFAH1B2 inh
O=C(NCCCN1CCOCC1)c1cc(-c2cccc(Br)c2)nc2ccccc12
  -1, -2, -15, 5, -5, -11, -7, -1, -6
Clc1ccc(-c2ccc(CNCc3ccccn3)o2)cc1
  6, 2, 16, -1, -1, -4, 37, 4, 3
CCc1nc(SCc2ccc(C(=O)OC)o2)c2c(=O)n(C)c(=O)n(C)c2n1
  0, 1, 0, 3, 1, -14, -12, -7, 3
O=C1c2cccnc2C(Nc2ccc(Br)cc2Br)N1Cc1cccs1 (stereo unspecified)
  ., 3, 29, ., -1, 7, -29, 4, .
Cc1noc(C)c1S(=O)(=O)Nc1ccc(C(=O)Nc2ccc(OC(F)(F)F)cc2)cc1
  3, 5, -5, 1, -2, -3, 2, 13, 2
O=C(CCN1C(=O)NC2(CCCC2)C1=O)Nc1ccc(-c2nc3ccccc3s2)cc1
  -2, -10, -11, 7, -9, ., 20, 8, 3
CC1(CCc2ccccc2)NC(=O)N(CC(=O)O)C1=O (stereo unspecified)
  1, 10, 2, -3, 3, 7, 0, -1, 1
COc1ccc(C(=O)NNC(=O)CSc2nnc(-c3cccnc3)n2C)cc1
  -5, 2, 15, 4, 0, -1, -2, 0, 0
COc1ccc(OC)c(CN2CCCC(CCC(=O)N(C)CCc3ccccn3)C2)c1 (stereo unspecified)
  -2, -9, 2, 0, -2, -7, 8, -3, 4
O=C(Nc1cc(Sc2ccccn2)cc([N+](=O)[O-])c1)c1ccc([N+](=O)[O-])cc1
  -5, 57*, 7, -17, -13, 2, 19, 6, -9
CCOc1ccc(NS(=O)(=O)c2cc(C(=O)N3CCN(C(C)=O)CC3)ccc2Cl)cc1
  -3, 2, 5, -2, 1, 2, 5, 1, 1
Oc1ccccc1/C=N/NC(=S)NC1CC2CCC1C2 (stereo unspecified)
  6, 0, -3, 60*, -4, -8, 8, 12, 11
CC(NCc1nc2ccccc2n1C)C12CC3CC(CC(C3)C1)C2 (stereo unspecified)
  -1, 0, 10, -6, -2, -4, -4, 1, 4
COc1ccccc1CNS(=O)(=O)c1ccc2c(c1)NC(=O)C(C)S2 (stereo unspecified)
  2, -5, -1, 4, -6, -4, -4, 3, 2
CCn1c(SCC(=O)Nc2ccc(C)cc2)nc2sc3c(c2c1=O)CCN(C)C3
  -2, -5, 22, -1, -5, 7, 6, -1, 1
COc1ccc(S(=O)(=O)N2CCOC2CNC(=O)C(=O)NCCc2ccc(S(N)(=O)=O)cc2)cc1 (stereo unspecified)
  9, -2, -10, -2, -1, -10, 5, 4, 5
CCOC(=O)C1CCN(CC(=O)NC(=O)NC2CCCCC2)CC1
  8, 3, -1, -7, -2, 2, -3, 2, 4
S=C(NCc1ccccc1)N1CCN(C(=S)NCc2ccccc2)CC1
  3, 4, 27, -3, 3, ., -3, 1, -2
CC1=C(CC(=O)O)c2cc(F)ccc2/C1=C/c1ccc(S(C)=O)cc1 (stereo unspecified)
  7, -3, -6, 4, 3, 0, 1, 1, 3
Cc1ccc(-c2n[nH]c(S(C)(=O)=O)c2C#N)cc1
  0, -3, -6, 6, -2, 4, 2, 4, 6
CCn1c(CSc2nncn2-c2ccc(OC)cc2)nc2cc(S(=O)(=O)N(C)C)ccc21
  5, 2, 5, 1, -2, 9, 6, 7, 1
COC(=O)c1ccc(-c2noc(CN3C[C@H]4CC[C@H]3C4)n2)cc1
  -8, 1, -2, 9, 2, 6, -10, -4, 3
Cc1ccc(NC(=O)CN(C)C(=O)CCC(=O)N2CCOCC2)cc1
  5, 0, -1, 3, -3, 2, -5, 3, 2
O=C(Nc1nc(-c2ccccn2)cs1)c1cc(Cl)ccc1[N+](=O)[O-]
  11, -2, 4, 7, -4, 3, 0, 13, -5
Cc1ccc(COc2ccc(S(=O)(=O)N3CCCC3)cc2C(N)=O)cc1
  4, -1, -14, -3, -5, -6, 16, 4, 2
Cc1cc(C)n(C(=O)COc2c(C)cccc2C)n1
  3, -3, -1, 0, 1, 10, 4, 0, 1
Cc1csc(Nc2nc(N)c(C(=O)Nc3ccccc3)o2)n1
  10, -7, 7, 2, 0, -3, 20, 4, 8
CC(=O)Nc1ccc(OS(=O)(=O)c2ccccc2C)cc1
  5, -1, 16, 7, -2, 3, -9, -1, 7
Cc1ccccc1NC(=S)NCCc1ccccn1
  7, -4, 2, -3, -2, 12, 0, 2, 0
O=C(c1ccco1)N1CCN(c2cc(=O)n(C3CCCCC3)c(=O)[nH]2)CC1
  1, -13, 10, 4, 1, 4, -8, -5, 3
COc1ccc2c(c1)OC[C@H]1[C@@H]2N2C(=O)[C@@H](C)NC(=O)[C@@]2(C)[C@H]1c1ccccc1
  -2, ., ., -1, ., ., 7, 0, -6
O=C(COC(=O)CC1CCCCC1)Nc1c(Cl)cccc1Cl
  3, -5, -8, 38*, 0, ., 22, 20, 7
CC(C)(C)c1cc(C(=O)NNC(=O)c2ccc(Cl)cc2)no1
  6, 7, -11, 10, 2, -4, 8, 4, 9
COC(=O)CC1C(=O)NCCN1C(=O)OC(C)(C)C (stereo unspecified)
  5, 0, -18, -11, -5, 4, -2, 1, -7
CCOc1cccc(N(C(=O)Cc2cccs2)C(C(=O)NC2CCCCC2)c2cccn2C)c1 (stereo unspecified)
  1, -4, 4, -6, -2, 9, 7, 4, 4
CC(C)CC(NC(N)=O)C(=O)OCC(=O)N(Cc1ccccc1)Cc1ccccc1 (stereo unspecified)
  6, 14, -22, 2, 7, -9, 1, -3, 2
Cc1ccc(S(=O)(=O)N/N=C2\C(=O)C3(C)CCC2C3(C)C)cc1 (stereo unspecified)
  -2, 2, -1, -1, -1, -2, 2, -1, 2
COc1ccc2c(C)c(CCC(=O)NC3CC3)c(=O)oc2c1
  5, 3, 12, 2, 1, -1, 5, -2, 4
COc1ccc(NC(=O)C2CCCN(S(C)(=O)=O)C2)cc1 (stereo unspecified)
  5, 5, 12, 4, -1, -4, -3, -2, 2
Cn1c(C(=O)NCCc2ccccc2)cc(=O)n(C)c1=O
  11, -1, 7, 3, -2, 7, 5, 0, 5

Only part of the results is shown (hit frequency here may not be typical).
